# Assay outcomes from PubChem BioAssay.
# MLL CXXC-DNA inh: qHTS Fluorescence Polarization Assay for Inhibitors of MLL CXXC domain - DNA interaction | Histone-lysine N-methyltransferase 2A (Homo sapiens), Q03164 | AID 2662, 2010 | actives 0.037% (n = 290,000) | Potency, µM (highest dose often 115 µM), inactives show at the highest dose activity change, negative = inhibition, hits mostly inhibitors | MLL-CXXC / FITC-HOXA9 DNA fluorescence polarization; active means well fitted inhibition curve with a large enough effect in the polarisation, with a control signal flat, not every such curve was filed as active; inconclusive means small, poorly fitted or top-dose-only effect, or effect the other way, or a change in a side signal; inactive means no such curve, though single readings can be large or run the other way; the % refers to the polarisation; further: potency means the concentration at half of the fitted maximal effect
#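 Steps: dispense CXXC domain solution (7 uM) → pin compounds or unlabeled HOX-A9 DNA control → 5 min ambient → add FLSN-HOX-A9 solution (50 nM) → spin → 30 min ambient → fluorescence polarization. Tris pH 7.5/NaCl/DTT/BSA buffer.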
# TCR activator: Activators of T cell receptors: qHTS campaign; primary human leukocytes, anti-CD3, IL-2 HTRF, 48 h; Potency, µM (series often up to 9.22 µM), for inactives: at the top dose activation of IL-2 secretion, actives largely listed as activators; 330,000 tested, under 10 active; further: % of control where 0% means no effect
#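 Using a-CD3 beads without co-stimulation, primary human leukocytes were exposed to compounds for 48 hr. An HTRF IL-2 kit measured the cytokine, with europium-to-d2 energy transfer producing emission at 665nm upon 320nm excitation.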
# p53 reactivation: qHTS assay for re-activators of p53 using a Luc reporter | H1299 p53-A138V BP100-luciferase reporter, luminescence, 24 h | Potency, µM (series often up to 92.2 µM), for the others: at the highest dose activity change, positive = activation, actives largely listed as activators | actives 0.063% (n = 320,000); further: potency means the concentration at half of the fitted maximal effect; % of control where 0% means no effect; nearly all actives have a fitted effect of over 45% in size
#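 H1299 (p53-null), stable ts p53-A138V + BP100-Luc; 1000 cells/well, Opti-MEM/10% FBS; cpd 4 pt, 1:5; 24 h, 37 deg C, 5% CO2; detection reagent 10 min RT; luminescence.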
# a7 integrin act: qHTS for Activators of Integrin-Mediated Alleviation for Muscular Dystrophy; alpha7betagal myoblasts, beta-gal FDG fluorescence, 48 h; Potency, µM (top dose mostly 38.3 µM), for inactives: at the highest dose activation, actives largely listed as activators; actives 0.064% (n = 350,000); AID 624291, 2012;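 further: potency means the concentration at half of the fitted maximal effect; 100% = response of the positive control SU9516; nearly all actives have a fitted effect of over 60% in size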
#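 alpha7betagal+/- myoblasts (passage 13, 250/well) treated 48 h at 37C with compounds at 1:260 dilution of DMSO stock. Lysed, then beta-galactosidase activity read as FDG fluorescence (ex 480/em 540) after 30 min, with pre-read for autofluorescence.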
# TRPV1 ag: HTS Assay for Compounds that Act as Agonists of the Vanilloid Receptor 1. activation, % at 8.33 µM. AID 540275, 2011. TRPV1-expressing cells, Fluo-8 calcium influx, agonist mode. actives 0.19% (n = 320,000); in the data active means activation above about 80%; inconclusive means between about 30% and that limit; further: 0% is about no effect
#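 Cells expressing TRPV1 were dye-loaded with Fluo-8 and read kinetically: 10 s baseline, 3 min after compound (agonist portion), then 2 min after EC20 capsaicin (allosteric enhancer portion). Calcium-bound dye fluorescence at 480/520 nm.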
# B2AR arrestin: qHTS assay of beta-arrestin-biased ligands of beta2-adrenergic receptor; Beta-2 adrenergic receptor (Homo sapiens), P07550; beta-arrestin recruitment to beta2AR, cell-based reporter; Potency, µM (top dose mostly 46.1 µM), without a hit: at the highest dose activation, actives largely listed as activators; actives 0.02% (n = 330,000);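 further: potency means the concentration at half of the fitted maximal effect; 0% = DMSO controls and full agonism = EC100 isoproterenol or metaproterenol; nearly all actives have a fitted effect of over 65% in size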
# AT treatment: qHTS Assay for Identifying a Potential Treatment of Ataxia-Telangiectasia. actives 0.19% (n = 320,000). AID 485349, 2010. […] A-T fibroblasts, KAP-1 phosphorylation AlphaLISA; neocarzinostatin DNA damage 30 min before lysis. Potency, µM (doses to about 57.5 µM), for inactives: top-dose activation, most hits filed as activators; further: potency means the concentration at half of the fitted maximal effect; % of control where 0% means no effect; nearly all actives have a fitted effect of over 45% in size
#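 hTERT-immortalized A-T patient fibroblasts ([…]), 500 cells/well in OPTI-MEM, 1% FBS, got compounds for 60 min, then NCS for 30 min at 37C. Lysates were then assayed for phospho-KAP-1 by AlphaLISA (anti-pKAP1 donor, anti-KAP1 acceptor beads), 6 hr at 25C.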
# ELG1 DNA repair: qHTS screen for small molecules that inhibit ELG1-dependent DNA repair in human embryonic kidney (HEK293T) cells expressing luciferase-tagged ELG1; HEK293T ELG1-luciferase reporter, luminescence, 16 h; DNA damage induced by 5-fluorouridine; Potency, µM (series often up to 46.1 µM), without a hit: at the top dose activity change, negative = inhibition, hits mostly inhibitors; AID 504467, 2011; actives 2.3% (n = 330,000); further: potency means the concentration at half of the fitted maximal effect; on the % scale 0 is the no-effect control and ±100 the full control effect; nearly all actives have a fitted effect of over 55% in size
#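 Reporter activity after DNA damage by 5-fluorouridine is monitored. Compound-treated cells incubate 16 hr at 37 °C, then ONE-Glo is added for 30 min before luminescence reading.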
# BRCA1 expr up: qHTS Assay to Identify Small Molecule Activators of BRCA1 Expression; MCF7-BRCA1-FFLuc reporter, luminescence, 48 h; response scale: scaled: vehicle 0%, 10 µM genistein 100%; Potency, µM (titrated, usually from 46.1 µM), inactives show at the highest dose activation, hits mostly activators; actives 1.1% (n = 380,000); further: potency means the concentration at half of the fitted maximal effect; nearly all actives have a fitted effect of over 80% in size; some results filed as inactive show a strong effect at the top dose
#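 First, MCF7-BRCA1-FFLuc cells (2000/well) attach for 2 h; next, compounds are pin-added and incubated 48 h at 37 °C; finally, luciferase reagent is added and luminescence read after 15 min.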
# TSG101-PTAP inh: qHTS Assay for Iinhibitors of HIV-1 Budding by Blocking the Interaction of PTAP/TSG101. Tumor susceptibility gene 101 protein (Homo sapiens), Q99816. Fluorescence polarization, FITC-PTAP peptide / Tsg101 binding. Potency, µM (series often up to 115 µM), inactives show at the top dose activity change, negative = inhibition, usual class: inhibitors. 340,000 tested, under 10 active. AID 493005, 2010; active means well fitted inhibition curve with a large enough effect in the main read-out, with a control signal flat, not every such curve was filed as active; inconclusive means small, poorly fitted or top-dose-only effect, or effect the other way, or a change in a side signal; inactive means no such curve, though single readings can be large or run the other way; further: potency means the concentration at half of the fitted maximal effect; % of control where 0% means no effect
#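 Fluorescence polarization binding of Tsg101 binding domain (10 uM final) to FITC-labeled PTAP peptide (50 nM final) in HEPES pH 7.5 buffer with NaCl, Tween 20, EDTA, TCEP. Compounds added before peptide; binding 20 min at RT.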
# * marks the source's active call; other numbers are inactive results; ? = inconclusive; . = not tested or not shown; [ ] = another dose, or the depositor's remark. Unless noted, the call rests on the fitted dose curve; in most records, active means well fitted curve in the direction sought with a large enough effect; inconclusive means small, poorly fitted or top-dose-only effect, or another doubt; inactive means no such curve, though single readings can be large; an effect the other way counts as inactive or inconclusive.
# Order of results: MLL CXXC-DNA inh	BRCA1 expr up	TSG101-PTAP inh	AT treatment	p53 reactivation	TCR activator	a7 integrin act	TRPV1 ag	ELG1 DNA repair	B2AR arrestin
- Cc1cc(C)n(CCC(=O)N/N=C/c2ccc(Cl)c([N+](=O)[O-])c2)n1
  -7%	-32%	-2%	-27%	6%	1%	-28%	-2	2%	-1.0%
- Cc1ccc(S(=O)(=O)NCC(=O)OC2CCOC2=O)cc1 (configuration not stated)
  4%	-9%	-2%	-2%	1%	1%	22%	1	5%	0.0%
- O=C(CSc1nncs1)Nc1ccc2[nH]c(=O)[nH]c2c1
  .	-5%	-5%	7%	3%	3%	43%	0	-3%	0.0%
- CCOc1[nH]n(-c2ccccc2)c(=O)c1C=Nc1ccc(C(=O)OC)cc1
  -15%	-2%	1%	20%	1%	-1%	-1%	4	9%	-0.3%
- CCN(CC)C(=O)C(Sc1nnnn1-c1ccc(O)cc1)c1ccccc1 (configuration not stated)
  9%	0%	-9%	8%	-5%	3%	4%	?	11%	0.2%
- COc1ccc(C(=O)NCC(=O)OCC(=O)Nc2cccc(S(=O)(=O)N3CCCC3)c2)cc1
  -4%	15%	0%	4%	4%	-6%	21%	13	17%	-0.5%
- CC(C)CN(C(=O)COC(=O)CCCc1c[nH]c2ccccc12)c1c(N)n(Cc2ccccc2)c(=O)[nH]c1=O
  -4%	-7%	0%	1%	23%	-2%	10%	-1	?	-0.8%
- O=C1CSC(c2ccc(F)cc2)N1c1nc2ccccc2s1 (configuration not stated)
  -1%	-38%	-1%	8%	18%	-3%	0%	14	19%	-1.7%
- C#CCOCCOCCOCCNc1nc(N2CCN(C(=O)C([C@@H](C)CC)n3cc(C(N)COC(=O)C(F)(F)F)nn3)CC2)nc(N2CCN(C(=O)[C@H](CCCCN)n3cc(C(N)CC(C)C)nn3)CC2)n1 (some centres not stated)
  .	28%	-6%	.	.	-2%	25%	.	.	.
- COc1ccccc1NC(=O)COC(=O)c1oc2ccccc2c1C
  ?	-53%	-1%	7%	-8%	0%	3%	17	?	-0.6%
- COc1ccc(C(=O)OCC(=O)N2CCOCC2)cc1S(=O)(=O)N1CCOCC1
  .	5%	2%	-7%	9%	-15%	33%	2	20%	0.3%
- CCC1CCc2sc(C(=O)NCC(c3ccc(OC)cc3)N3CCOCC3)cc2C1 (configuration not stated)
  .	-35%	3%	8%	-1%	.	-31%	2	?	-0.2%
- CC1=C(C(=O)OC2CCCCCC2)C(c2ccc(C)o2)C2=C(CCCC2=O)N1 (configuration not stated)
  -6%	-24%	-12%	-1%	12%	-11%[46.1 µM]	-10%	?	?	0.2%
- Cc1ccc(NC(=S)NNC(=O)c2ccco2)cc1
  6%	1%	-10%	6%	?	4%	4%	15	?	-0.2%
- COc1ccc(NC(=O)c2cccs2)cc1C(=O)N1CCN(c2ccccc2)CC1
  0%	-69%	-2%	18%	-26%	3%	-8%	-1	12%	0.1%
- O=C(Cc1ccccc1)NC1CCN(C(=O)c2ccc([N+](=O)[O-])cc2)CC1
  -4%	-35%	0%	14%	7%	9%	-8%	9	-2%	-0.2%
- Cc1ccc(S(=O)(=O)Oc2cccc(N3C(=O)C4CC=CCC4C3=O)c2)cc1 (configuration not stated)
  -5%	-10%	-2%	-2%	4%	3%	?	14	-10%	0.0%
- O=C1N[C@@H](c2ccccc2)COC(=O)[C@H](Cc2ccc(F)cc2)C/C=C\C[C@@H]1CC(=O)N(CCO)Cc1ccccc1
  .	-29%	-2%	-9%	-4%	5%	-28%	.	?	1.5%
- Cc1cccc(-c2nc(=S)c3c(n2Cc2ccco2)CCCC3)c1
  1%	-39%	-11%	-8%	5%	.	-5%	4	-2%	5.5%
- Cc1ccc(-c2ccc(=O)n(CC(=O)NCc3ccco3)n2)cc1
  7%	-18%	-5%	-4%	-4%	-6%	7%	.	12%	-0.6%
- CC(C)CN(CCNC(=O)CN1C(=O)CSc2ccc(S(=O)(=O)N3CCOCC3)cc21)CC(C)C
  5%	0%	-2%	4%	1%	0%	6%	4	0%	0.0%
- COCCSc1ccccc1C(=O)Nc1cc(C)cc(C)c1
  -4%	-21%	-3%	2%	-1%	-8%	4.5µM*	8	0%	0.3%
- CCCCN(CC)S(=O)(=O)c1ccc(C(=O)N=c2sc3cc(NC(C)=O)ccc3n2C)cc1
  1%	-61%	0%	-1%	-10%	-1%[46.1 µM]	22%	-1	?	-0.2%
- NC(=S)Nc1nc2ccccc2s1
  -3%	-9%	-2%	16%	5%	1%	-11%	1	?	?
- CCc1ccccc1NC(=O)CSc1nnc(Cn2cnc3ccccc32)o1
  9%	7%	-1%	.	-6%	-4%[46.1 µM]	25%	-1	8%	-0.4%
- O=C(NCc1ccccc1)N(Cc1nc2ccccc2c(=O)[nH]1)C1CCCC1
  -10%	-5%	-9%	2%	10%	0%	8%	.	-16%	0.2%
- COc1cc(/C=N/n2c(C3CCCCC3)n[nH]c2=S)ccc1O
  4%	-7%	0%	5%	-2%	-4%	17%	1	?	-0.5%
- CCc1onc(C)c1C(=O)O
  13%	35%	-7%	2%	-4%	-4%	11%	1	8%	-0.2%
- CN(CC(=O)Nc1ccccc1Br)C(=O)c1sccc1-c1ccccc1
  .	2%	-10%	-5%	-6%	.	-13%	21	-19%	0.1%
- Cc1noc(C)c1CSc1ccccc1C(=O)Nc1nccs1
  0%	-21%	1%	10%	-1%	7%	26%	-1	-4%	-0.2%
- CC(C)c1ccc(NC(=O)C2CCN(S(=O)(=O)c3ccc4c(c3)NC(=O)CO4)CC2)cc1
  -6%	-7%	-1%	-16%	-1%	11%	-25%	4	-3%	-0.4%
- CC(=O)Nc1ccc(SC(C)C(=O)NC2CCCC2)cc1 (configuration not stated)
  2%	3%	0%	2%	-5%	2%	?	-3	2%	-0.2%
- O=c1c2cc3c(nc2[nH]c(=S)n1-c1ccccc1)CCCC3
  -9%	5%	-3%	2%	2%	-7%	-18%	-1	13%	0.2%
- O=C(NC(=S)Nc1ccc(Cl)cc1Cl)C1CC1
  -4%	3.2µM*	-2%	-1%	?	3%	24%	3	?	0.7%
- COc1cc(NC(=O)CN2C(=O)NC(CC(C)C)C2=O)cc(OC)c1OC (configuration not stated)
  .	-1%	1%	4%	-6%	1%	-17%	2	14%	-0.7%
- Cc1noc(C)c1COC(=O)/C=C/c1ccc(Cl)cc1
  13%	-16%	-11%	-1%	-2%	5%	31%	1	8%	0.0%
- O=c1[nH]c(-[n+]2ccccc2)c(/C=N/N=C(\[O-])c2ccccc2)s1
  -12%	-17%	-4%	0%	0%	0%	-10%	0	-5%	-0.8%
- Nc1ccc(C(=O)NCc2ccccc2)cc1
  2%	0%	-2%	-7%	9%	2%	-30%	0	5%	-0.1%
- CC(OC(=O)c1snc(C(=O)NC2CCCCC2)c1N)C(=O)NC1CCCCC1 (configuration not stated)
  -5%	-2%	0%	.	-8%	-7%[46.1 µM]	-24%	4	0%	-0.6%
- COc1cc(Cl)cc(C2NC(=O)NC(C)=C2C(=O)NCc2ccccc2)c1O (configuration not stated)
  0%	7%	-7%	-2%	-8%	-8%	13%	1	17%	0.0%
- CC(=O)Nc1cccc(NC(=O)CSc2nc(=O)n(Cc3ccccn3)c3c2CCC3)c1
  .	-20%	-4%	2%	-8%	0%	-2%	1	-7%	-0.4%
- COc1ccc(N2CCN(CC(O)COC(C)(C)C)CC2)cc1 (configuration not stated)
  -5%	24%	-3%	4%	2%	-6%	-12%	2	5%	0.2%
- O=c1cc(CSc2nc3ccccc3c(=O)[nH]2)c2ccc(O)cc2o1
  2%	-30%	-4%	-1%	-2%	6%	-21%	-5	?	-0.3%
- CCNC(=O)COC(=O)CCC(=O)c1ccc(F)cc1
  0%	0%	-6%	-2%	-2%	-4%	-26%	1	-12%	-0.1%
- CCN(CC)S(=O)(=O)c1ccc(C)c(NC(=O)COC(=O)CNC(=O)c2ccc(C(C)(C)C)cc2)c1
  -1%	0%	5%	-2%	-9%	0%[46.1 µM]	-20%	?	0%	-0.3%
- N#C/C(=C(/O)CN1CCOCC1)c1nc(-c2ccccc2)cs1
  1%	40%	-6%	-2%	10%	0%	-24%	0	?	0.2%
